# Screening data deposited in PubChem BioAssay by National Center for Advancing Translational Sciences (NCATS).
# GAA inh = qHTS Assay for Inhibitors of Human alpha-Glucosidase as a Potential Chaperone Treatment of Pompe Disease; Lysosomal alpha-glucosidase (Homo sapiens), P10253; Potency, µM (highest dose often 76.9 µM), inactives show at the highest dose activity change, negative = inhibition, actives largely listed as inhibitors; 200,000 tested, 0.005% active; purified human GAA, 4-MU-alpha-glucoside fluorescence;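 further: plate controls were uninhibited enzyme wells for no effect and no-enzyme background for full effect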
#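 Fluorogenic assay: 4 nM human alpha-glucosidase with 400 uM 4-methylumbelliferyl-alpha-D-pyranoside in 50 mM citrate/phosphate, 0.005% Tween-20, pH 5.0, 20 min at room temperature. Compounds tested up to 77 uM; AC50 from Hill fits.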
# TR SRC2 fluor cs = Total Fluorescence Counterscreen for Inhibitors of the Interaction of Thyroid Hormone Receptor and Steroid Receptor Coregulator 2; TRb/SRC2 Texas Red total fluorescence interference; Potency, µM (doses to about 106 µM), without a hit: top-dose fluorescence change, negative = quenching; 280,000 tested, 0.29% active; AID 1479, 2009; active means well fitted curve in either direction with a large enough effect; inconclusive means small, poorly fitted or top-dose-only effect
#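 Flags fluorescent or light-absorbing compounds by total fluorescence, S + 2P, at 555 nm excitation and 632 nm emission. Mixture: 20 nM Texas Red SRC2 peptide, 0.6 uM human TRb LBD, 1 uM T3, 5% DMSO; compound exposure 5 h at ambient temperature.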
# GAA glycogen mod = qHTS Assay for Inhibitors and Activators of Human alpha-Glucosidase Cleavage of Glycogen; recombinant GAA, glycogen substrate, Amplex Red glucose oxidase fluorescence; Potency, µM (series often up to 76.4 µM), inactives show at the top dose activity change, negative = inhibition, usual class: inhibitors; 300,000 tested, 0.38% active; AID 2100, 2009;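 further: 0% = full enzyme reaction and -100% = no-enzyme basal signal; the screen sought inhibitors and activators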
#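 Recombinant enzyme (4 nM final) with compounds titrated up to 77 uM and bovine liver glycogen (30 ug) in citrate pH 5.0, 0.01% Tween-20, 37 C 40 min. Released glucose detected by Amplex Red/glucose oxidase (Ex 573/Em 610); AC50 from Hill fits.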
# GAA spleen mod = qHTS Assay for Inhibitors and Activators of Human alpha-Glucosidase From Spleen Homogenate. human spleen homogenate, 4-MU-alpha-glucoside fluorescence. Potency, µM (titrated, usually from 79.9 µM), without a hit: top-dose activity change, negative = inhibition, most hits filed as inhibitors. 240,000 tested, 0.006% active;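 further: 0% = enzyme with vehicle and -100% = no enzyme basal signal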
#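 Enzyme source: human spleen homogenate, 1 ug/well. Buffer 50 mM citric acid/K phosphate pH 5.0, 0.01% Tween-20. 4-MU-alpha-glucoside 1 mM; 37 C x 40 min; NaOH/glycine stop; fluorescence.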
# TRb SRC2 PPI = qHTS for Inhibitors of the Interaction of Thyroid Hormone Receptor and Steroid Receptor Coregulator 2. Thyroid hormone receptor beta (Homo sapiens), P10828. TRbeta-SRC2 peptide binding, fluorescence polarization; receptor liganded with 1 µM T3. Potency, µM (highest dose often 106 µM), without a hit: top-dose activity change, negative = inhibition, hits mostly inhibitors. 280,000 tested, 0.065% active. AID 1469, 2008;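 further: plate controls were bound peptide for no effect and peptide without receptor for full effect; nearly all actives have a fitted effect of over 50% in size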
#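 Human TRb ligand-binding domain (0.6 uM) is mixed with 20 nM Texas Red SRC2 peptide and 1 uM T3; after compound addition and 5 hr at ambient temperature, polarization is measured and normalized to unbound and bound controls.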
# L3MBTL1 inh = qHTS Assay for the Inhibitors of L3MBTL1; 230,000 tested, 0.66% active; AID 485360, 2010; Potency, µM (titrated, usually from 57.1 µM), without a hit: at the top dose activity, negative = inhibition, most hits filed as inhibitors; Lethal(3)malignant brain tumor-like protein 1 (Homo sapiens), Q9Y468; AlphaScreen L3MBTL1–H3K9me1 peptide binding; further: nearly all actives have a fitted effect of over 60% in size
# Target sequence (Q9Y468 whole entry, looked up): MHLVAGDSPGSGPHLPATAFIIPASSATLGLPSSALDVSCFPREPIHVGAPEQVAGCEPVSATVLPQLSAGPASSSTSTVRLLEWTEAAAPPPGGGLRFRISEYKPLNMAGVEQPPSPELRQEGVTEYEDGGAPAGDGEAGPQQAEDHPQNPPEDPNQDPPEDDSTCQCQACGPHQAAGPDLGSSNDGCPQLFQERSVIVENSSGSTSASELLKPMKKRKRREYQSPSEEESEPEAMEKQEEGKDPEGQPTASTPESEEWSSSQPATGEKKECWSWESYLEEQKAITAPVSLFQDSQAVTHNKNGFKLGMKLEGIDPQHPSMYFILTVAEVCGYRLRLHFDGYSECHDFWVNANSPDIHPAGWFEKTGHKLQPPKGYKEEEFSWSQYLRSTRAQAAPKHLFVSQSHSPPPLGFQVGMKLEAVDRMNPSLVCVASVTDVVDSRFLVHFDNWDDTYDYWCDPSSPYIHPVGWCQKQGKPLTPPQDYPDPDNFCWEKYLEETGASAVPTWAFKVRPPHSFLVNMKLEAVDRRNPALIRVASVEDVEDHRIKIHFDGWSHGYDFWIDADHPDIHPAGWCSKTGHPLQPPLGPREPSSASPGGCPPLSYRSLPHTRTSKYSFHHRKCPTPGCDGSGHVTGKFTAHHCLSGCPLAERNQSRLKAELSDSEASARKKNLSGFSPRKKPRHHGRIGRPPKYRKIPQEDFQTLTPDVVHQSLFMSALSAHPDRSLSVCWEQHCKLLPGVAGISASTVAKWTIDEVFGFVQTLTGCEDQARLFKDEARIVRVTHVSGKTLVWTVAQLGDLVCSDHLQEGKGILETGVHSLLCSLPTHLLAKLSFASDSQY
#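 AlphaScreen proximity signal between nickel-chelate acceptor and streptavidin donor beads (final 10 ug/mL) reports binding of 50 nM L3MBTL1 to 75 nM biotin-H3 K9me1 peptide; complex incubated with compounds 30 min at room temperature; cefsulodin titration as control.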
# RECQ1 inh = qHTS Assay for Inhibitors of RecQ-Like Dna Helicase 1 (RECQ1) | ATP-dependent DNA helicase Q1 (Homo sapiens), P46063 | RECQ1 DNA unwinding, red fluorescence kinetic read | Potency, µM (series often up to 57.3 µM), for the others: at the top dose activity, negative = inhibition, hits mostly inhibitors | 240,000 tested, 0.54% active;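 further: plate controls were vehicle for no effect and no enzyme for full effect; nearly all actives have a fitted effect of over 30% in size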
#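 50 nM RECQ1T1 preincubated 15 min with compound in Tris pH 8.0 buffer with MgCl2, DTT, Tween-20 and 2.5 ug/ml poly(dI-dC); started with 200 nM TAMRA/BHQ-2 forked duplex and 2 mM ATP. Unwinding read as fluorescence (525/598 nm), two reads 2 h apart.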
# GoLoco inh red = qHTS Assay for Inhibitors of RGS12 GoLoco Motif Activity (Red Fluorophore). Guanine nucleotide-binding protein G(i) subunit alpha-1 (Homo sapiens), P63096. Gai1:RGS12 GoLoco peptide FP, rhodamine, 10 min. Potency, µM (highest dose often 61.6 µM), for inactives: at the highest dose activity, negative = inhibition, hits mostly inhibitors. 230,000 tested, 0.44% active. AID 880, 2007; active means well fitted inhibition curve with a large enough effect, not every such curve was filed as active; inactive means no such curve, though single readings can be large or run the other way; further: nearly all actives have a fitted effect of over 30% in size; many of its hits are not listed in these tables
# Starred values were filed as active, the others as inactive; i = inactive; u = inconclusive; x = no result given; & = joins results of further samples; [ ] = dose if it differs, or a comment. Unless noted, the call rests on the fitted dose curve; in most records, active means well fitted curve in the direction sought with a large enough effect; inconclusive means small, poorly fitted or top-dose-only effect, or another doubt; inactive means no such curve, though single readings can be large; an effect the other way counts as inactive or inconclusive. Unless noted, on the % scale 0 is the no-effect control and ±100 the full control effect; potency means the concentration at half of the fitted maximal effect. Only part of the results is shown. The share of hits here may be higher or lower than overall.
Compound	GAA inh	TR SRC2 fluor cs	GAA glycogen mod	GAA spleen mod	TRb SRC2 PPI	L3MBTL1 inh	RECQ1 inh	GoLoco inh red
C=CCn1cc(C(=O)NCCCOC)c(=O)c2cc(S(=O)(=O)N(CC)CC)ccc21	-3%	-4%	0%	3%	-6%	8%	-2%	-5%
C=CCn1c(=S)[nH]c2ccc(Br)cc2c1=O	2%	-2%	3%	-1%	-14%	x	-2%	12%
N#Cc1ccc(OCC(=O)OCC(=O)NCCC2=CCCCC2)cc1	-25%	4%	8%	-4%	-4%	3%	-11%	-6%
O=c1nccc(SCc2ccc(Cl)cc2Cl)[nH]1	x	-6%	0%	7%	-3%	x	i	1%
O=C1Nc2ccccc2/C1=C\c1cccn1-c1ccc(OC(F)(F)F)cc1	0%	-1%	-9%	-15%	-5%	-15%	0%	9%
Cc1ccc(C(=O)NCCCN2CCOCC2)o1	2%	0%	4%	0%	-2%	4%	0%	-3%
Cc1nccn1S(=O)(=O)c1cc([N+](=O)[O-])ccc1Cl	9%	0%	8%	-6%	1%	9%	1%	0%
C[C@@H]1C(=O)O[C@@H]2CC34[C@H]5C[C@@H](C(C)(C)C)C36[C@H](OC(=O)[C@@H]6O)OC4(C(=O)O5)[C@@]12O (stereo partly drawn)	-1%[15.4 µM]	-4%	7%	5%	-2%	3%	-4%	8%
CCOC(=O)C1C2C=CC3(CN(Cc4ccco4)C(=O)C13)O2 (stereo not drawn)	0%	3%	4%	4%	1%	6%	-7%	-4%
CC(=O)c1c(C)[nH]c(C(=O)Nc2c(C)n(C)n(-c3ccccc3)c2=O)c1C	0%	2%	7%	-1%	9%	-3%	-8%	2%
CS(=O)(=O)N(Cc1ccc(C(=O)Nc2ccccc2Sc2ccccc2)cc1)c1ccccc1	-10%	-1%	0%	2%	3%	-2%	-2%	x
Cc1nnc(NCCO)c2ccccc12	3%	-1%	-9%	-1%	-2%	x	-1%	4%
O=S(=O)(c1cccc(-c2csc(-c3cccnc3)n2)c1)N1CCCCC1	-11%	-1%	-8%	-1%	6%	x	-14%	54%[activator]
Brc1ccc(CSc2nnc3ccccn23)cc1	0%	-1%	1%	-2%	-3%	2%	-7%	4%
COc1ccc(OC)c(C2C(C(C)=O)=C(O)C(=O)N2c2ccc(F)cc2)c1 (stereo not drawn)	u	-8%	5%	-8%	1%	0%	-8%	-1%
CCOc1ccc2cc(S(=O)(=O)N3CCOCC3)ccc2c1	-7%	-1%	-2%	-2%	-9%	10%	2%	1%
CCn1nnc(-c2ccccc2NC(=O)c2cc(OC)c(OC)c(OC)c2)n1	-13%	1%	-14%	1%	-1%	-1%	-11%	-2%
COc1ccc(-c2nn(C)c(=O)c3ccccc23)cc1CNC(=O)C1CCCCC1	x	1%	5%	-1%	-3%	49%[activator]	-5%	-10%
O=C(COC(=O)c1cnccn1)c1ccc(Br)cc1	-10%	-6%	2%	-11%	0%	-3%	-15%	8%
COCCNC(=O)CSc1nc2cc(OC)c(OC)cc2c(=O)n1CCc1ccc(S(N)(=O)=O)cc1	-2%	-2%	3%	2%	0%	x	-3%	-4%
COc1cccc([C@H]2Oc3ccc(OC)cc3/C(=N\O[C@@H](C)c3cn([C@H](CO)Cc4ccccc4)nn3)[C@@H]2O)c1	x	1%&-4%[11.2 µM]	x	-6%&1%[17.4 µM]	-1%&0%[11.2 µM]	x	i[11.5 µM]	x
COC(=O)C1=C(C(=O)c2ccccc2)C(c2cccs2)n2nnnc2N1 (stereo not drawn)	-1%	-3%	15%	-4%	-2%	x	-3%	4%
O=C(Nc1ccc2c(c1)OCCO2)c1ccc(Cl)c(S(=O)(=O)N2CCOCC2)c1	-2%	0%	-1%	-6%	0%	-15%	-6%	3%
CCN(CC)CCCN=C(N)N	x	0%	7%	2%	5%	8%	-4%	1%
Cc1cc(-c2ccccc2)nc(N(C)C)c1S(C)(=O)=O	6%	-1%	-3%	-3%	0%	18%	-3%	10%
Cc1cccc(C)c1NCc1nnc(SCC(=O)Nc2nc(-c3ccccc3)cs2)n1-c1ccccc1	5%	4%	-4%	2%	-5%	6%	0%	-7%
O=C(O)c1ccccc1Sc1ncnc2sccc12	-1%	2%	8%	-4%	-1%	-5%	-8%	7%
CCN(CC)S(=O)(=O)c1ccc(C(=O)NCCCN=C2NS(=O)(=O)c3ccccc32)cc1	-2%	1%	3%	-10%	0%	6%	-6%	6%
C=CCNC(=O)c1c(C(F)(F)F)nn(C)c1Cl	3%	2%	-1%	7%	3%	0%	i	-3%
COc1ccc2c(c1)-c1c(ssc1=S)C(C)(C)N2C(=O)CSC1=NCCS1	-2%	-3%	-5%	-8%	2%	u	-7%	5%

# Rewritten as labelled records: four of the compounds above
molecule: Cc1cccc(C)c1NCc1nnc(SCC(=O)Nc2nc(-c3ccccc3)cs2)n1-c1ccccc1
  GAA inh: 5%
  TR SRC2 fluor cs: 4%
  GAA glycogen mod: -4%
  GAA spleen mod: 2%
  TRb SRC2 PPI: -5%
  L3MBTL1 inh: 6%
  RECQ1 inh: 0%
  GoLoco inh red: -7%

molecule: O=C(O)c1ccccc1Sc1ncnc2sccc12
  GAA inh: -1%
  TR SRC2 fluor cs: 2%
  GAA glycogen mod: 8%
  GAA spleen mod: -4%
  TRb SRC2 PPI: -1%
  L3MBTL1 inh: -5%
  RECQ1 inh: -8%
  GoLoco inh red: 7%

molecule: CCN(CC)S(=O)(=O)c1ccc(C(=O)NCCCN=C2NS(=O)(=O)c3ccccc32)cc1
  GAA inh: -2%
  TR SRC2 fluor cs: 1%
  GAA glycogen mod: 3%
  GAA spleen mod: -10%
  TRb SRC2 PPI: 0%
  L3MBTL1 inh: 6%
  RECQ1 inh: -6%
  GoLoco inh red: 6%

molecule: C=CCNC(=O)c1c(C(F)(F)F)nn(C)c1Cl
  GAA inh: 3%
  TR SRC2 fluor cs: 2%
  GAA glycogen mod: -1%
  GAA spleen mod: 7%
  TRb SRC2 PPI: 3%
  L3MBTL1 inh: 0%
  RECQ1 inh: i
  GoLoco inh red: -3%

# (next part)
Compound	GAA inh	TR SRC2 fluor cs	GAA glycogen mod	GAA spleen mod	TRb SRC2 PPI	L3MBTL1 inh	RECQ1 inh	GoLoco inh red
Cc1cc2cc(CNC(=S)Nc3ccc(OC(F)F)cc3)ccc2[nH]1	-5%[15.4 µM]	-8%	-19%	-17%	3%	-6%	-8%	-2%
COC(=O)NC1CSCC1OC(=O)c1ccc(Br)cc1 (stereo not drawn)	-5%	0%	-3%	5%	-1%	u	-1%	5%
COc1ccc(NC(=O)O/N=C2/CCCc3ccc(OC)cc32)cc1	6%	-6%	-12%	3%	5%	-2%	-11%	x
CC(O)(C#CCN1CCCC1)c1ccccc1 (stereo not drawn)	-4%	2%	-22%	-1%	0%	5%	-13%	-13%
CC(C)(C)C(=O)NC(=O)Nc1ccccc1C(F)(F)F	0%	0%	-1%	-1%	5%	1%	-1%	-1%
CCN1CCN(C(=O)CN(C)S(=O)(=O)c2ccc(Cl)cc2)CC1	5%	-4%	-3%	3%	-9%	x	-7%	16%
Cc1ccc(CNc2ccc3c(c2)OCO3)cc1	5%	1%	-27%	7%	u	x	10%	142%[activator]
NC1=NC(=Nc2cccc(Cl)c2)c2ccccc21	5%	-1%	-4%	-3%	2%	-14%	-1%	11%
Cc1ccc(Cn2ccc(-c3cnc(-c4ccccc4)s3)n2)cc1	u	-4%	-7%	9%	-12%	x	-21%	148%
COC(=O)c1cc(NC(=S)N2CCN(C(=O)C3CCCO3)CC2)cc(C(=O)OC)c1 (stereo not drawn)	u	-1%	-4%	-1%	3%	3%	-1%	-8%
COc1ccc(C2/C(=C(/O)c3ccc(Cl)cc3)C(=O)C(=O)N2CCN2CCOCC2)c(OC)c1 (stereo not drawn)	-12%	1%	-4%	-5%	-4%	3%	-4%	-10%
